From PubChem
Tb PFK block – qHTS Assay to Find Inhibitors of T. brucei phosphofructokinase; ATP-dependent 6-phosphofructokinase (Trypanosoma brucei brucei), O15648; T. brucei PFK, ADP-Glo luminescence; Potency, µM (highest dose often 57.5 µM), inactives show at the top dose activity, negative = inhibition, actives largely listed as inhibitors; actives 0.17% (n = 330,000);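 note: potency is the fitted concentration of half-maximal effect; 0% = uninhibited 1x PFK enzyme wells and -100% = no-enzyme wells; nearly all actives have a fitted effect of over 60% in size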
Target sequence (O15648 whole entry, looked up): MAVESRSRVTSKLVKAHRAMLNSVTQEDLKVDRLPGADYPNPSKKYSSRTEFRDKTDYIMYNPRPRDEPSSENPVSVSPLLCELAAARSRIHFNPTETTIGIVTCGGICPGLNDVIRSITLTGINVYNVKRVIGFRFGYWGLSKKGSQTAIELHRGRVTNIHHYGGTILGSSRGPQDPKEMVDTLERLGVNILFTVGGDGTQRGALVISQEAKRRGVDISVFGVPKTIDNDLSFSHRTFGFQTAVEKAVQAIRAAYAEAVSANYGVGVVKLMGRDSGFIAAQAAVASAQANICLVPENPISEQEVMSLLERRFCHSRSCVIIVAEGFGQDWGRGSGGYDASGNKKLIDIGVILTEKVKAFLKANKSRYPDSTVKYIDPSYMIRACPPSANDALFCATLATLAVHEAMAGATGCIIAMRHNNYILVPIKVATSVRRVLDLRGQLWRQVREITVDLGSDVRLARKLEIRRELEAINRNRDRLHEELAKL
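Compounds were pin-transferred as a titration series up to 57 uM into substrate buffer (0.5 mM F6P, 0.1 mM ATP, pH 8.0), then 1.25 nM PFK was added and reactions ran 45 min before ADP-Glo detection.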
FLuc counter – qHTS profiling assay for firefly luciferase inhibitor/activator using purifed enzyme and Km concentrations of substrates (counterscreen for miR-21 project) | Luciferin 4-monooxygenase (Photinus pyralis), P08659 | AID 588342, 2011 | actives 6.9% (n = 360,000) | Potency, µM (highest dose often 57.5 µM), for inactives: at the highest dose activity change, negative = inhibition, actives largely listed as inhibitors | purified FLuc, Km substrates, luminescence inhibition;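 note: potency is the fitted concentration of half-maximal effect; plate controls were vehicle for no effect and reference inhibitor for full effect; nearly all actives have a fitted effect of over 55% in size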
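Purified P. pyralis luciferase, 10 nM final, with Km-level 10 uM D-luciferin and 10 uM ATP in 50 mM Tris acetate pH 7.5, 10 mM Mg acetate, 0.01% Tween-20, 0.05% BSA; 6-point qHTS titration about 60 µM downward; luminescence read.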
Rab9 prom act – qHTS Assay for Rab9 Promoter Activators. Huh7 Rab9 promoter-luciferase reporter, luminescence, 24 h. actives 2.8% (n = 320,000). Potency, µM (doses to about 9.22 µM), for inactives: at the highest dose activation, negative = inhibition, actives largely listed as activators. AID 485297, 2010; note: potency is the fitted concentration of half-maximal effect; % of control where 0% means no effect; nearly all actives have a fitted effect of over 60% in size
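Using Huh7 cells stably transfected with Rab9 promoter–luciferase, compounds were incubated 24 h at 37 °C, 5% CO2; luciferase luminescence was read 10 min after reagent addition.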
RORg inh – qHTS for inhibitors of ROR gamma transcriptional activity; Nuclear receptor ROR-gamma (Mus musculus), P51450; Potency, µM (series often up to 53.6 µM), for the others: at the highest dose activity change, negative = inhibition, usual class: inhibitors; actives 5.4% (n = 310,000); Drosophila S2 Gal4-RORgamma UAS-luciferase reporter, 20 h; note: potency is the fitted concentration of half-maximal effect; % is set by controls: 0 for no effect and ±100 for the full control effect; nearly all actives have a fitted effect of over 60% in size
Target sequence (P51450 whole entry, looked up, the tested form may be a part): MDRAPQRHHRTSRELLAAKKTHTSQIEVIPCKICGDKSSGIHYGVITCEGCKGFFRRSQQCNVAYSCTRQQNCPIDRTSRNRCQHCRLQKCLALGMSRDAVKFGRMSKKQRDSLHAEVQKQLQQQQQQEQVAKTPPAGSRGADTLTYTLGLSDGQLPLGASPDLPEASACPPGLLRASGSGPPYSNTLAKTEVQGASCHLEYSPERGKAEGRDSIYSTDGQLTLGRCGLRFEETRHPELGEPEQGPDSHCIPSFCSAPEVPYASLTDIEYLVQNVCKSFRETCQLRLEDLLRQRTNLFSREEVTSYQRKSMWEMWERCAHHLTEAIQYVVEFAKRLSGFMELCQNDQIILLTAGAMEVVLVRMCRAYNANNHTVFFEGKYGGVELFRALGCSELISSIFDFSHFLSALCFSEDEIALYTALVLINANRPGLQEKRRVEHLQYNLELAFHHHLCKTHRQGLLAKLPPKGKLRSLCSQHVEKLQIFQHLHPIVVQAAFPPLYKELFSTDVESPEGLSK
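Read-out: Photinus luciferase luminescence; inhibitors lower reporter signal. Insect Schneider cells with Gal4-ROR gamma fusion under metallothionein promoter, UAS reporter; 700 uM final copper sulfate induction, 20 hr, ambient temperature.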
ELG1 DNA repair – qHTS screen for small molecules that inhibit ELG1-dependent DNA repair in human embryonic kidney (HEK293T) cells expressing luciferase-tagged ELG1; actives 2.3% (n = 330,000); Potency, µM (top dose mostly 46.1 µM), without a hit: at the top dose activity change, negative = inhibition, usual class: inhibitors; HEK293T ELG1-luciferase reporter, luminescence, 16 h; DNA damage induced by 5-fluorouridine; AID 504467, 2011; note: potency is the fitted concentration of half-maximal effect; % is set by controls: 0 for no effect and ±100 for the full control effect; nearly all actives have a fitted effect of over 55% in size
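DMSO vehicle served as the neutral condition. Each well held 2,000 cells given 5-fluorouridine plus compound; after 16 hr at 37 °C/5% CO2, ONE-Glo was added and luciferase measured 30 min later.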
NPC1 promoter act – qHTS Assay for NPC1 Promoter Activators | Huh7 NPC1 promoter luciferase reporter, 24 h | Potency, µM (top dose mostly 9.22 µM), for inactives: at the top dose activation, usual class: activators | actives 2.4% (n = 320,000) | AID 485313, 2010;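 note: potency is the fitted concentration of half-maximal effect; % of control where 0% means no effect; nearly all actives have a fitted effect of over 60% in size; reporter is driven by a mutant NPC1 promoter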
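Luminescence from an NPC1 promoter-driven luciferase reporter in stably transfected Huh7 cells was measured after 24 h compound treatment at 37 °C, followed by 10 min ambient incubation with luciferase detection reagent.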
ELG1 genotoxic – qHTS screen for small molecules that induce genotoxicity in human embryonic kidney (HEK293T) cells expressing luciferase-tagged ELG1; Potency, µM (titrated, usually from 46 µM), inactives show top-dose activity change, positive = activation, most hits filed as activators; HEK293T ELG1-luciferase reporter, luminescence, 16 h; actives 1.3% (n = 330,000); note: potency is the fitted concentration of half-maximal effect; % of control where 0% means no effect; nearly all actives have a fitted effect of over 60% in size
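HEK293T cells expressing luciferase-tagged ELG1 were exposed to compound or DMSO vehicle for 16 hr at 37 °C and 5% CO2. Luciferase activity was then measured with ONE-Glo after 30 min at room temperature.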
p53 reactivator – qHTS assay for re-activators of p53 using a Luc reporter; H1299 p53-A138V BP100-luciferase reporter, luminescence, 24 h; Potency, µM (titrated, usually from 92.2 µM), without a hit: top-dose activity change, positive = activation, actives largely listed as activators; actives 0.063% (n = 320,000); note: potency is the fitted concentration of half-maximal effect; % of control where 0% means no effect; nearly all actives have a fitted effect of over 45% in size
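p53-null H1299 cells stably carrying temperature-sensitive p53-A138V and a BP100-luciferase reporter were pinned with compounds (4-point, 1:5 series) and held 24 hrs at 37 deg C. Luminescence was read 10 min after detection reagent.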
BRCA1 expr up – qHTS Assay to Identify Small Molecule Activators of BRCA1 Expression | MCF7-BRCA1-FFLuc reporter, luminescence, 48 h; response scale: scaled: vehicle 0%, 10 µM genistein 100% | Potency, µM (doses to about 46.1 µM), for inactives: at the highest dose activation, most hits filed as activators | actives 1.1% (n = 380,000); note: potency is the fitted concentration of half-maximal effect; nearly all actives have a fitted effect of over 80% in size; some results filed as inactive show a strong effect at the top dose
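Reporter cells (MCF7, BRCA1 promoter-firefly luciferase) received library compounds across a concentration series for 48 h. End-point luminescence was measured and concentration-effect curves derived after normalization.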
VP16 counter – VP16 counterscreen qHTS for inhibitors of ROR gamma transcriptional activity; Potency, µM (series often up to 53.6 µM), without a hit: top-dose activity, negative = inhibition, actives largely listed as inhibitors; actives 3.5% (n = 310,000); Drosophila S2 Gal4-VP16 UAS-luciferase, luminescence, 20 h;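 note: Gal4-VP16 expression switched on by copper sulfate through the metallothionein promoter; potency is the fitted concentration of half-maximal effect; % is set by controls: 0 for no effect and ±100 for the full control effect; nearly all actives have a fitted effect of over 50% in size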
TRPV1 ag – HTS Assay for Compounds that Act as Agonists of the Vanilloid Receptor 1; Transient receptor potential cation channel subfamily V member 1 (Homo sapiens), Q8NER1; TRPV1-expressing cells, Fluo-8 calcium influx, agonist mode; activation, % at 8.33 µM; actives 0.19% (n = 320,000); AID 540275, 2011; in the data active = activation above about 80%; inconclusive = between about 30% and that limit; note: 0% is about no effect
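Cells expressing TRPV1 were dye-loaded with Fluo-8 and read kinetically: 10 s baseline, 3 min after compound (agonist portion), then 2 min after EC20 capsaicin (allosteric enhancer portion). Calcium-bound dye fluorescence at 480/520 nm.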
* = called active by the depositor; ? = inconclusive; · = no result given; & = joins results of further samples; [ ] = dose if it differs, or a comment. Unless noted, calls come from the whole dose curve; as a rule, active = well fitted curve in the direction sought with a large enough effect; inconclusive = small, poorly fitted or top-dose-only effect, or another doubt; inactive = no such curve, though single readings can be large; an effect the other way counts as inactive or inconclusive.

Molecule,Tb PFK block,FLuc counter,Rab9 prom act,RORg inh,ELG1 DNA repair,NPC1 promoter act,ELG1 genotoxic,p53 reactivator,BRCA1 expr up,VP16 counter,TRPV1 ag
CC1Cc2ccccc2N1CC(=O)NC(=O)NC1CCCC1 (stereo not given),0%,-2%,-2%,14%,5%,-1%,-4%,2%,-15%,1%,7
Nn1c(SCc2nc3ccccc3[nH]2)nnc1-c1ccccc1,3%,-4%,3%,7%,?,-2%,0%,-1%,0%[1.84 µM],6%,-5
CC(OC(=O)c1cccc(N2C(=O)c3ccccc3C2=O)c1)C(=O)Nc1ccc(N(C)C)cc1 (stereo not given),-7%,-17%,-2%,-9%,-3%,-4%,1%,5%,-66%[inhibitor],5%,4
CC1=C(OC(=O)c2ccccc2)C(C)(C)C(c2ccccc2)OC1=O (stereo not given),-5%,-1%,-6%,-2%,-4%,-2%,-2%,3%,-24%,1%,25
CNC(=O)c1ncnnc1N(C)C(=O)NCc1ccccc1,-7%,-1%,6%,-2%,-9%,2%,-4%,5%,0%,1%,0
Cc1[nH]nc(N2CCCCC2)c1[N+](=O)[O-],·,8%,·,-1%,·,·,·,·,4%,9%,-1
CCN(CCCNC(=O)c1[nH]c(C)c(C(C)=O)c1C)c1ccccc1,-5%,5%,-5%,3%[0.365 µM],?,-1%,?,-16%,-67%,·,?
CCC(C)NC(=O)c1cc(S(=O)(=O)N2CCCCC2)c[nH]1 (stereo not given),1%,0%,5%,-1%,4%,-1%,-2%,7%,-5%,2%,3
CCC(c1nnc(SCC(=O)Nc2ccc(Cl)cc2C(F)(F)F)n1C1CCCCC1)N(C)C (stereo not given),-4%,0%,-5%,10%,0%,0%,-1%,-15%,-21%,5%,4
CCNC(=O)CCn1nc(-c2ccc(Cl)cc2)c2ccccc2c1=O,1%,-2%,-3%,35%,-23%,-2%,-4%,-2%,-11%,?,0
CC1CCCC(NC(=O)c2cccc(S(=O)(=O)N3CCCCC3)c2)C1C (stereo not given),0%,4%,8%,75%,-6%,-5%,-11%,-3%,-2%,-5%,25
CCOc1ccc(NC(=O)NCc2cccnc2)cc1,-1%,-1%,3%,1%,19%,-8%,3%,1%,12%,4%,-1
CCCCc1c(C)[nH]c(=S)[nH]c1=O,-6%,2%,-1%,-11%,6%,-6%,0%,-1%,9%,3%,-4
Cc1ccc(NC(=O)C2C3C=CC(O3)C2C(=O)O)cc1C (stereo not given),1%,0%,-2%,22%,0%,-3%,0%,·,5%,5%,-3
COC(=O)C(C)Oc1ccc2c(c1)O/C(=C\c1cccc(Br)c1)C2=O (stereo not given),-4%,-19%,4%,-1%,-1%,-6%,-1%,2%,8%,-3%,4
O=C(COc1ccccc1F)Nc1ccc(S(=O)(=O)NCc2ccco2)cc1,-16%,14%,5%,8%,-10%,-10%,-2%,6%,5%,-2%,0
CC(c1ccccc1)N1C(=O)c2ccc(C(=O)Nc3ccc(Br)cc3C(=O)O)cc2C1=O (stereo not given),-1%,2%,-2%,30%,-2%,0%,-9%,-1%,-1%,1%,1
Cc1ccc(S(=O)(=O)NNC(=O)CCC(=O)Nc2ccccc2)cc1,-2%,0%,0%,6%,-7%,-2%,1%,-4%,-8%,-11%,-2
COc1cc(O)c(C(CCN2CCCC(C)C2)c2ccc3c(c2)OCO3)c(OC)c1 (stereo not given),10%,1%,-1%,3%&-1%,-1%,0%,-7%,-4%,-4%,2%&2%,-2
Cn1nc(C(F)(F)F)c(-c2ccccc2)c1NC(=O)CSCC(=O)O,-3%,0%,-1%,-1%,17%,-1%,0%,-2%,-1%,-1%,-1
CC1CCCN(C(=O)c2ccccc2OC2CCN(S(C)(=O)=O)CC2)C1 (stereo not given),-5%,0%,-6%,6%,-5%,-4%,-1%,2%,-1%,1%,2
CC12CN3CC(C)(CN(C1)C3c1ccc3ccccc3c1O)C2=O (stereo not given),1%,2%,-2%,?,26%,-2%,-2%,5%,-21%,-4%,0
O=C(/C=C/c1ccncc1)c1ccc2c(c1)OCCO2,-26%,12µM*,-3%,4µM*,?,1%,11%,-12%,-55%,5µM*,18
CCCc1nc(SC2CCCC2)c2c(=O)n(C)c(=O)n(C)c2n1,-1%,0%,-4%,-6%,-13%,-2%,19%,0%,8%,10%,4
O=C(/C=C/c1ccc(F)cc1)Nc1cc(S(=O)(=O)N2CCOCC2)ccc1N1CCCC1,1%,0%,-10%,?,-12%,-5%,1%,8%,-37%,-4%,?
Cc1c(Cl)c(C(=O)NC2CCCC2)nn1C,-3%,-4%,-3%,-21%,7%,-2%,-3%,2%,32%,-1%,5
O=c1oc(-c2cccs2)nc2sc3c(c12)CCC3,5%,?,-1%,7%,-5%,18%,-1%,-8%,26%,-3%,-1
CCOC(=O)CNc1nc(Cl)nc(Nc2ccc(OC)cc2OC)n1,-1%,3%,0%,17%,3%,-4%,10%,·,-30%,4%,-3
CNc1nc(SCC(=O)OC)nc(N2CCOCC2)n1,-3%,-4%,-1%,31%,4%,3%,2%,?,-1%,0%,-1
CCn1nc(C(=O)NNC(=O)c2ccccc2OCc2c(C)noc2C)c2ccccc2c1=O,-6%,8%,1%,·,?,-1%,-3%,-7%,9%,·,9
O=C(NCCCN1CCCC1=O)Nc1ccc([N+](=O)[O-])cc1,1%,0%,2%,-2%,?,6%,8%,17%,35%,-1%,-1
COc1ccc(S(=O)(=O)N(CC(=O)Nc2ccccc2C(=O)N2CCOCC2)c2ccc(F)cc2)cc1,-2%,7%,-3%,17%,-1%,0%,-6%,-4%,-3%,-1%,8
O=C(NC1CCCCCC1)C1CCN(S(=O)(=O)c2ccccc2)CC1,-2%,3%,-7%,-16%,2%,-6%,-2%,-19%,3%,1%,-15
Cc1ccc(NC(=O)N2CCCC2C(=O)Nc2c(C)cc(C)cc2C)cc1 (stereo not given),4%,?,0%,7%,28%,0%,3%,3%,-1%,-2%,1
O=C(/C=C/c1ccccc1)NC(=S)Nc1ccccc1O,7%,-18%,?,?,?,?,8%,?,?,?,-3
Cc1cc(C)nc(Nc2cccc3ccccc23)n1,-1%,-4%,-2%,·,3%,5%,0%,·,2%,·,6

Structures shown so far that have fluorine:
Molecule,Tb PFK block,FLuc counter,Rab9 prom act,RORg inh,ELG1 DNA repair,NPC1 promoter act,ELG1 genotoxic,p53 reactivator,BRCA1 expr up,VP16 counter,TRPV1 ag
CCC(c1nnc(SCC(=O)Nc2ccc(Cl)cc2C(F)(F)F)n1C1CCCCC1)N(C)C (stereo not given),-4%,0%,-5%,10%,0%,0%,-1%,-15%,-21%,5%,4
O=C(COc1ccccc1F)Nc1ccc(S(=O)(=O)NCc2ccco2)cc1,-16%,14%,5%,8%,-10%,-10%,-2%,6%,5%,-2%,0
Cn1nc(C(F)(F)F)c(-c2ccccc2)c1NC(=O)CSCC(=O)O,-3%,0%,-1%,-1%,17%,-1%,0%,-2%,-1%,-1%,-1
O=C(/C=C/c1ccc(F)cc1)Nc1cc(S(=O)(=O)N2CCOCC2)ccc1N1CCCC1,1%,0%,-10%,?,-12%,-5%,1%,8%,-37%,-4%,?
COc1ccc(S(=O)(=O)N(CC(=O)Nc2ccccc2C(=O)N2CCOCC2)c2ccc(F)cc2)cc1,-2%,7%,-3%,17%,-1%,0%,-6%,-4%,-3%,-1%,8

Entries of single compounds, looked up by structure. Order of screens: Tb PFK block | FLuc counter | Rab9 prom act | RORg inh | ELG1 DNA repair | NPC1 promoter act | ELG1 genotoxic | p53 reactivator | BRCA1 expr up | VP16 counter | TRPV1 ag
CNc1nc(SCC(=O)OC)nc(N2CCOCC2)n1 across the screens: -3% | -4% | -1% | 31% | 4% | 3% | 2% | ? | -1% | 0% | -1
CCn1nc(C(=O)NNC(=O)c2ccccc2OCc2c(C)noc2C)c2ccccc2c1=O across the screens: -6% | 8% | 1% | · | ? | -1% | -3% | -7% | 9% | · | 9
